KCNQ2 block = KCNQ2 potassium channel inhibitors, primary screen, cell-based, CHO-K1, FluxOR thallium flux, B-score (AID 2156) | Potassium voltage-gated channel subfamily KQT member 2 (Rattus norvegicus), O88943 | 20 min; active compounds read low | B-score at 10 µM | actives 1.1% (n = 310,000);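 active = fluorescence ratio B-score at most minus 3 library SDs, with starting brightness B-score within 2 library SDs, cut at about -5.5 in these data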
Target sequence (O88943 whole entry, looked up): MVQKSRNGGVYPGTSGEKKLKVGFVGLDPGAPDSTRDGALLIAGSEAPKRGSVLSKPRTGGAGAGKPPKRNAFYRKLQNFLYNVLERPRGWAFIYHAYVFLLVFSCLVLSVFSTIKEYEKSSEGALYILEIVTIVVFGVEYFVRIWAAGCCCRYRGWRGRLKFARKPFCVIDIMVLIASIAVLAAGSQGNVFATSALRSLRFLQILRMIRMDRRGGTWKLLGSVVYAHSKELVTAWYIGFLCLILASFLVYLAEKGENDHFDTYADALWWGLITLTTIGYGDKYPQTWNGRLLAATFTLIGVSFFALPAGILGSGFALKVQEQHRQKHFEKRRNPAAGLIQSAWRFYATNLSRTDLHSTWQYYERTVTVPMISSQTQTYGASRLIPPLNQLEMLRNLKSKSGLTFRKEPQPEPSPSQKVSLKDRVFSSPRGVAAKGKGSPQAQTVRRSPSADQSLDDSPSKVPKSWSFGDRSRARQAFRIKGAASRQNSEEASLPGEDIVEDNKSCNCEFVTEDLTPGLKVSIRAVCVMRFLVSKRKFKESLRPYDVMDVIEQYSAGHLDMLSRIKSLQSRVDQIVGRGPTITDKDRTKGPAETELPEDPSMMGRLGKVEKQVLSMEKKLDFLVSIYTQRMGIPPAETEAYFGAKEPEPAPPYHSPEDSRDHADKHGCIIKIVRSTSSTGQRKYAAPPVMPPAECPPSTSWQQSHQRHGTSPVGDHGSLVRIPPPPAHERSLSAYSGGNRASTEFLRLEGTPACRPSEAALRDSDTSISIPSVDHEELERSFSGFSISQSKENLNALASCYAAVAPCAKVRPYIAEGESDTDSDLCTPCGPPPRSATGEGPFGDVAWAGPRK
Kir21 inh = inhibitors of mouse Kir2.1 inward-rectifier potassium channel. Inward rectifier potassium channel 2 (Mus musculus), P35561. HEK293-Kir2.1, FluxOR thallium flux fluorescence; active compounds read low. B-score at 10 µM. actives 0.85% (n = 310,000). AID 1672, 2009;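 active = fluorescence ratio B-score at or below minus 3 SD of library scores, with starting-brightness B-score within 2 SD, cut at about -4.2 in these data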;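 note: channel flux triggered by added potassium and thallium sulfate stimulus; B-score of peak minus minimum fluorescence over baseline after thallium stimulus; more negative B-score means stronger Kir2.1 block with less thallium influx; some compounds called inactive have numbers as strong as hits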
* marks the source's active call; other numbers are inactive results; i = inactive.

SMILES	KCNQ2 block	Kir21 inh
CCCCn1nc(-c2ccccc2)c2nc3ccccc3nc21	i	-6.67
CSc1ccccc1NC(=O)c1cccc(S(=O)(=O)N2CCN(C)CC2)c1	i	1.61
O=c1c2ccccc2oc2ccc(C#CC3(O)CCCCC3)cc12	i	1.05
COc1ccc(N(C)C(=O)c2cc3c(s2)-c2ccccc2S(=O)(=O)C3)cc1	i	-0.23
COc1ccc(C)cc1NC(=O)C(Sc1nnc(Nc2ccccc2F)s1)c1ccccc1 (stereo not given)	-6.28*	0.37
CC(C)(C)c1ccc(OC(=O)c2cccnc2)cc1	i	-4.45*
CCCn1nnc(NC(=O)COc2ccc(CC)cc2)n1	i	-0.12
Cc1ccc(NC(=O)C(=O)NCC2CCCO2)cc1 (stereo not given)	i	0.85
COc1cc(CNCc2ccccn2)ccc1OCC(=O)NC1CCCCC1	i	-0.03
CCOC(=O)N1CCN(C(=O)NC23CC4CC(CC(C4)C2)C3)CC1	i	1.64
COc1ccc2[nH]c(C)c(CCNC(=S)Nc3ccccc3C)c2c1	i	0.26
COC(=O)[C@H]1[C@H]2C[C@H]3c4[nH]c5ccccc5c4CCN3C[C@H]2CC[C@@H]1O	i	0.32
Cc1cccc(N2CCN(S(=O)(=O)c3ccc4[nH]c(=O)c(=O)[nH]c4c3)CC2C)c1 (stereo not given)	i	1.05
O=C(NCc1ccco1)c1cnc2sccn2c1=O	i	-0.01
COC(=O)c1c(NS(=O)(=O)c2ccccc2)csc1C	i	-0.26
COc1ccc(-c2nn(-c3ccccc3)cc2CNCCN2CCOC2=O)c(F)c1	i	0.82
Cn1c(CNc2nc(-c3ccccc3)cs2)nnc1SCC(=O)OC1CCCCC1	i	-5.36*
COC(=O)C1=C(C)NC2=C(C(=O)CC(C)(C)C2)C1c1cnn(C)c1C (stereo not given)	i	-1.27
Nc1cc2nn(-c3ccccc3)nc2cc1Cl	i	-0.04
Cc1cc(NC(=O)Cn2nc(C(=O)O)c3ccccc3c2=O)c([N+](=O)[O-])cc1C	i	-0.85
COC(=O)c1cn(NC(=O)Cc2ccc(Cl)cc2)c(=O)c2ccccc12	i	0.55
CC(C)(C)OC(=O)N1CCC(c2c(C(=O)NCC3CCN(C4CCCC4)C3)cnn2-c2ccccc2Cl)CC1 (stereo not given)	i	0.01
O=C(COC(=O)c1ccccc1C(=O)OCC(=O)NCCc1c[nH]c2ccccc12)NCCc1c[nH]c2ccccc12	i	1.46
Cc1ccccc1CSCC(=O)NC1CCCC1	i	0.77

Whole records, quoted from the list. Order of values: KCNQ2 block, Kir21 inh
`COC(=O)c1cn(NC(=O)Cc2ccc(Cl)cc2)c(=O)c2ccccc12` in the list: i, 0.55
`CCCn1nnc(NC(=O)COc2ccc(CC)cc2)n1` in the list: i, -0.12
`CCOC(=O)N1CCN(C(=O)NC23CC4CC(CC(C4)C2)C3)CC1` in the list: i, 1.64
`COc1ccc(C)cc1NC(=O)C(Sc1nnc(Nc2ccccc2F)s1)c1ccccc1` (stereo not given) in the list: -6.28*, 0.37
`COc1cc(CNCc2ccccn2)ccc1OCC(=O)NC1CCCCC1` in the list: i, -0.03

Carrying on.
SMILES	KCNQ2 block	Kir21 inh
Cn1nnnc1SCc1ccc([N+](=O)[O-])cc1	i	-0.06
CCOC(=O)c1c(NC(=O)C2Cc3ccccc3C(=O)O2)sc2c1CCCC2 (stereo not given)	i	-0.34
CCOC(=O)CSc1nnc(CNC(=O)c2ccc(OC)c(OC)c2)n1C	i	0.33
Cc1ccc([N+](=O)[O-])cc1S(=O)(=O)NCCc1c(C)[nH]c2c(C)cccc12	i	0.35
CCC(=O)Nc1c2c(nn1-c1ccc(C)cc1)CS(=O)(=O)C2	i	0.52
CCS(=O)(=O)n1nc(-c2ccc(Cl)cc2)nc1SCc1ccccc1	i	-0.76
C=CCNC1=C(Cl)C(=O)N(Cc2ccccc2)C1=O	i	0.14
COC(=O)c1ccc(CNC(=O)CN(CCC(C)C)S(=O)(=O)c2ccc3c(c2)OCCO3)cc1	i	0.58
CCN(CC)S(=O)(=O)c1ccc2oc(C(=O)NC3CCCc4ccccc43)c(C)c2c1 (stereo not given)	i	-0.11
Cc1cc(C)cc(OCC(=O)OC(C)C(=O)Nc2c(C)n(C)n(-c3ccccc3)c2=O)c1 (stereo not given)	i	0.55
CCC(C)(C)n1nnnc1C(c1cccs1)N1CCN(Cc2ccccc2)CC1 (stereo not given)	i	-0.98
Cc1ccc([N+](=O)[O-])cc1N=C1C(=O)Nc2ccccc21	i	-1.68
CCn1ncc(Br)c1C(=O)Nc1ccn(C23CC4CC(CC(C4)C2)C3)n1	i	0.8
COc1cc(CNCC(O)c2ccccc2)ccc1OCc1ccc(Cl)nc1 (stereo not given)	i	-2.54
Cc1cc(C)nc(SCCS(=O)(=O)Cc2ccc(Cl)cc2)n1	i	0.21
CC(C)C(=O)N1CCC2(CC1)Oc1ccc(Cl)cc1C(=O)C21CC(c2cccnc2)=NO1 (stereo not given)	i	-0.87
CCn1nc(C)cc1C(=O)N1CCCC(C(=O)c2ccccc2SC)C1 (stereo not given)	i	2.11
O=C(CCCCCn1c(=S)[nH]c2cc3c(cc2c1=O)OCO3)N1CCN(c2ccc(F)cc2)CC1	i	1.03
COc1ccc(C)cc1S(=O)(=O)N1CCC(C(=O)NCCC2=CCCCC2)CC1	i	0.1
O=C(CCN1CCN(S(=O)(=O)c2ccc(Cl)cc2)CC1)Nc1ccccc1F	i	0.04
Cn1nc(CC(=O)NCCN2C(=O)CSC2=O)c2ccccc2c1=O	i	1.37
O=C(C1=NN[C@@H]2C(=O)N(c3ccccc3C(F)(F)F)C(=O)[C@H]12)C(c1ccccc1)c1ccccc1	i	1
COc1ccc(-c2cnnc(N/N=C/c3ccc(O)cc3)n2)cc1	i	0.26
COc1ccc(OC)c(NC(=O)c2nc(S(=O)(=O)Cc3ccccc3)ncc2Cl)c1	i	1.12

Copied from the list:
Kir21 inh, O=C(CCN1CCN(S(=O)(=O)c2ccc(Cl)cc2)CC1)Nc1ccccc1F : 0.04
Kir21 inh, COC(=O)c1c(NS(=O)(=O)c2ccccc2)csc1C : -0.26
Kir21 inh, COc1ccc(-c2cnnc(N/N=C/c3ccc(O)cc3)n2)cc1 : 0.26
Kir21 inh, CC(C)(C)c1ccc(OC(=O)c2cccnc2)cc1 : -4.45*
Kir21 inh, COC(=O)C1=C(C)NC2=C(C(=O)CC(C)(C)C2)C1c1cnn(C)c1C (stereo not given) : -1.27

(list continues)
SMILES	KCNQ2 block	Kir21 inh
CC(C)OCCCn1c(SCC(=O)Nc2ccccc2C(F)(F)F)nc2nccnc2c1=O	i	-1.34
CCN1CCN(CCOc2ccccc2-c2ccccc2)CC1	i	-5.33*
CC(=O)c1cccc(NC(=O)/C(=C\c2cccnc2)NC(=O)c2ccco2)c1	i	-0.16
Cn1c(=O)c2c(ncn2CC(COCc2ccccc2)OCc2ccccc2)n(C)c1=O (stereo not given)	i	-0.77
Cn1nnc2cc(C(=O)Nc3ccc(Cl)cc3)ccc21	i	-0.28
CCCC(=O)Nc1ccc(N2CCN(S(C)(=O)=O)CC2)cc1	i	0
Cc1nn(-c2nc3ccccc3s2)c(N)c1-c1ccccc1	i	0.8
Cc1nc2c([N+](=O)[O-])c(C)c(C)cc2[nH]1	i	2.07
C/C(O)=C\c1nc2ccccc2oc1=O	i	0.72
Cc1ccc2nc(NC(=O)CSc3nc4c(c(=O)n3C)SC(C)C4)sc2c1 (stereo not given)	i	-0.44
O=C(NNC(=O)c1cccs1)c1ccc([N+](=O)[O-])cc1	i	-0.9
O=C(O)c1ccc(-c2ccccc2Cl)o1	i	-0.89
O=C(CNCC1CCCO1)N1CCN(S(=O)(=O)c2ccc3ccccc3c2)CC1 (stereo not given)	i	0.16
COc1ccc(OC)c(NC(=O)Cn2c(-c3ccc(Cl)cc3)noc2=O)c1	i	-0.75
CCN(Cc1ccc(OC)c(COC)c1)CC1CCCN(CCc2cccc(OC)c2)C1 (stereo not given)	i	-4.15
COc1ccc([N+](=O)[O-])cc1NC(=O)c1csc(C)c1	i	-0.65
Cc1[nH]c2ccccc2c1C(c1ccncc1)N1CCN(c2ccc(F)cc2)CC1 (stereo not given)	i	0.36
CC1CC(C)CN(C(=O)CCCNC(=O)c2ccc(Cl)cc2)C1 (stereo not given)	i	0.61
Cc1c(O)c(=O)c2ccccc2n1C	i	-1.9
COc1ccc2[nH]cc(CCNC(=O)Cc3ccc(F)cc3)c2c1	i	-0.83
CSc1ccccc1NC(=O)Nc1ccccc1Cl	i	-0.02
CCC(C)NS(=O)(=O)c1ccc(OCC(=O)N2CCCC2)cc1 (stereo not given)	i	0.19
CNC(=S)SCCOc1ccccc1C	i	-0.1
Cc1nnc(SCC(=O)N(Cc2ccccc2)C(C)C)n1-c1ccccc1	i	0.57

KCNQ2 block: what is marked active above.
SMILES	KCNQ2 block	Kir21 inh
COc1ccc(C)cc1NC(=O)C(Sc1nnc(Nc2ccccc2F)s1)c1ccccc1 (stereo not given)	-6.28*	0.37

Other records:
SMILES	KCNQ2 block	Kir21 inh
Cc1cc(=O)oc2cc(NC(=S)NCc3ccccn3)ccc12	i	-0.76
O=C(C=C=Nc1ccccc1)C(=O)N=C=Cc1ccccc1	i	-0.01
Cc1ccc(C(=O)N/C(=C\c2ccc(F)cc2)C(=O)NCCN2CCOCC2)cc1	i	-0.49
O=C(CN1C(=O)c2ccccc2S1(=O)=O)NC1CCCC1	i	-0.66
CCc1ccccc1NC(=O)NCCN1CCCCC1	i	0.71
COc1ccc(/C=N\NC(=O)c2cc(O)c(O)c(O)c2)cc1CN1CCN(c2ccc(F)cc2)CC1	i	-3.76
CC(C)CCC1(C)NC(=O)N(CC(=O)c2ccc[nH]2)C1=O (stereo not given)	i	0.53
CC(C)(C)c1ccc(C(=O)NC(=S)NCc2ccco2)cc1	i	-0.08
COc1ccc(NC(=O)CNC(=O)c2nn(-c3ccc(OC)c(Cl)c3)c(=O)c3ccccc23)c(OC)c1	i	0.31
CCCCn1c(N)c(N(CCOC)C(=O)COC(=O)COc2c(C)cccc2C)c(=O)[nH]c1=O	i	-1
CC(=O)Nc1ccc(N2C(=O)CSC2c2cccc([N+](=O)[O-])c2)cc1 (stereo not given)	i	1.61
Cc1cc(NC(=O)CSc2cn(CCNC(=O)c3ccc(F)cc3)c3ccccc23)no1	i	-0.87
c1ccc(OCC2CCNCC2)nc1	i	-1.86
COc1ccc(-c2oc3ncn(CCN4CCOCC4)c(=N)c3c2-c2ccc(OC)cc2)cc1	i	-0.76
CC(C)NC(=O)[C@@H]1CSC2c3ccccc3C(=O)N21 (stereo not given in full)	i	-0.83
CCOc1ccc(C(=O)NNC(=O)c2cc(C)oc2C)cc1	i	-0.17
CCN(CC(=O)Nc1cc(S(=O)(=O)N2CCCCC2)ccc1C)Cc1ccccc1	i	-0.94
COc1ccc(S(=O)(=O)N(C)c2ccc(C(=O)N3CCCC3)cc2)cc1	i	-0.22
O=C(NCc1ccco1)c1ccccc1NS(=O)(=O)c1cccs1	i	-1.16
Cc1cc(C)n(-c2ccc(C(=O)OCC(=O)Nc3cc(Cl)ccc3[N+](=O)[O-])cc2)n1	i	0.06
COc1ccc(C2c3c(ccc4ccccc34)Oc3ncn4nc(Cc5ccccc5)nc4c32)cc1OC (stereo not given)	i	0.21
O=C(Nc1cccc(F)c1)NC1(C(=O)NCC2CCCO2)CCCCC1 (stereo not given)	i	0.22
Cc1ccc(N=Nc2c(C)[nH]n(-c3ccccc3)c2=O)cc1	i	2.23
CCN(CC)CCOC(=O)c1ccc(NC(=O)CNC(=O)c2ccccc2)cc1	i	0.63
COc1ccc(C)cc1S(=O)(=O)N(CC(=O)NCc1ccc(Cl)cc1)Cc1ccccc1	i	0.75
CCOc1ccc(Cc2c(Cl)nc(SC)nc2OC)cc1	i	1.82
Cn1c(=O)oc2cc(S(=O)(=O)Nc3ccc4c(c3)OCCO4)ccc21	i	-0.02
CCC1Sc2ccccc2N(CC(=O)NCc2ccccc2OC)C1=O (stereo not given)	i	0.45
CCN1CCN(CCCNC(=O)CCC(=O)N2CC(C)Oc3ccc(C)cc32)CC1 (stereo not given)	i	0.6
CN1C2=CC=CC=CC2=[N+](C)C12C([N+](=O)[O-])=CC(=[N+]([O-])[O-])C=C2[N+](=O)[O-] (stereo not given)	i	0.89
O=S(=O)(c1ccc(-c2n[nH]c(=S)o2)cc1)N1CCCCC1	i	0.46
CCCN(C(=O)c1ccco1)c1nnc(-c2ccccc2C)s1	i	-1.3
O=C1CN(C(=O)c2c(F)cccc2F)C(c2ccc(F)cc2)c2cc(Br)ccc2N1 (stereo not given)	i	0.22
Cc1ccc(C)c(NC(=O)CCN2CC(C)CC(C)C2)c1 (stereo not given)	i	0.04
CCOc1ccccc1C(=O)N1CCN=C1SC	i	-1.83
COc1ccccc1N(CC(=O)Nc1cc(C)on1)S(=O)(=O)c1ccc(Cl)cc1	i	-0.06
CN1CCC(NC(=O)Cc2c(F)cccc2Cl)CC1	i	-0.2
CCOC(=O)c1c(NC(=O)C2COc3ccccc3O2)sc2c1CC(C)(C)NC2(C)C (stereo not given)	i	1.04
Cc1ccc2nc3c(cc(C(=O)NCCN4CCOCC4)c(=N)n3CCCN3CCOCC3)c(=O)n2c1	i	1.31
COc1ccc2[nH]cc(/C=N/NS(=O)(=O)c3ccc(C)cc3)c2c1	i	-2.33
COC(=O)C1=C(C)NC(=O)NC1c1ccccc1 (stereo not given)	i	-0.71
CSCCC(=O)NC1CCCN(CCc2ccccc2)C1 (stereo not given)	i	1.76
Nc1nnc(COc2ccccc2)s1	i	0.14
CC(NC(=O)CSc1ncccc1C(=O)O)C1CC2CCC1C2 (stereo not given)	i	-1.09

High-throughput results deposited in PubChem by Johns Hopkins Ion Channel Center.
